TrxR1 substrate: rat thioredoxin reductase 1 substrate activity | actives 0.01% (n = 390,000) | AID 588456 | purified TrxR1 substrate turnover, NADPH consumption readout | O89049 | Potency, µM (titrated, usually from 114 µM), without a hit: at the highest dose activity change, negative = substrate turnover; further: potency means the concentration at half of the fitted maximal effect; on the % scale 0 is the no-effect control and ±100 the full control effect; nearly all actives have a fitted effect of over 50% in size
Target sequence (O89049 whole entry, looked up): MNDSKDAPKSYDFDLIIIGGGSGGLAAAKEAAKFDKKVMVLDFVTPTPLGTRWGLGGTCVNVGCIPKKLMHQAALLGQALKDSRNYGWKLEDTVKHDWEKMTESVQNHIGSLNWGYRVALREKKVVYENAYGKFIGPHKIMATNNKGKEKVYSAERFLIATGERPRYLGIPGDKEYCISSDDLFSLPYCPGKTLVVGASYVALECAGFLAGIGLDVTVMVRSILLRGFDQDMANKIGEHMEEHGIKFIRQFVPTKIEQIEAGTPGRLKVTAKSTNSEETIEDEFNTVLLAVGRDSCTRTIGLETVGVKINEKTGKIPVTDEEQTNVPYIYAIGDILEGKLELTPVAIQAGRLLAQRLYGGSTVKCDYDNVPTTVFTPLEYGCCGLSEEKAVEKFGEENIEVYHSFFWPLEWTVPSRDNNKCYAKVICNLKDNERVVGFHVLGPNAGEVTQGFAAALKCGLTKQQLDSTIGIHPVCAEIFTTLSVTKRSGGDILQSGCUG
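Rat TrxR1, dispensed at 90 nM, was prereduced with 400 uM NADPH (final) for 5 min at ~22 deg C, then incubated with compound 15 min before 400 uM selenite. A first-read NADPH fluorescence drop versus no-compound background flagged substrates.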
TRHR ag: agonists of human TRH receptor | actives 0.18% (n = 360,000) | P34981 | TRHR cells, calcium flux fluo-8, FDSS agonist mode | activation, % at 2 µM | AID 493084; in the data active means activation above about 30%; further: 0% is about no effect
Target sequence (P34981 whole entry, looked up): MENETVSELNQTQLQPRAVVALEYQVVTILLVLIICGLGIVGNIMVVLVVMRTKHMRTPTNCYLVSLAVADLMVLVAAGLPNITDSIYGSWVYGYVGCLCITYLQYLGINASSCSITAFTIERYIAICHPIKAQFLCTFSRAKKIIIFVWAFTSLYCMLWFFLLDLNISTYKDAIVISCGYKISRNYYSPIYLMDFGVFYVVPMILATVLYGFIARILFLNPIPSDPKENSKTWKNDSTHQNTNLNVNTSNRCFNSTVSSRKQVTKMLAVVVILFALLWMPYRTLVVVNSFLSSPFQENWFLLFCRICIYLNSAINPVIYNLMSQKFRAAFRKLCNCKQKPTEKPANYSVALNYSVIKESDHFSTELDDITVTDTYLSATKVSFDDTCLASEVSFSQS
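In this calcium-flux screen, cells bearing human TRHR are dye-loaded with fluo-8, baselined for 10 cycles, then exposed to library compounds; positive kinetic calcium responses during the agonist phase mark hits, with TRH as control.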
TRHR enhancer: allosteric enhancers of human TRH receptor; enhancement, % at 2 µM; P34981; AID 493056; actives 0.66% (n = 360,000); TRHR cells, fluo-8 calcium fluorescence, EC20 TRH enhancement; in the data active means enhancement above about 30%; further: 0% is about no effect
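Enhancer read-out: after compound pinning and an initial kinetic agonist-mode read, an EC20 of TRH (10 nM final) was injected and fluo-8 calcium signal (Ex 480/Em 530) followed at 1 s/cycle for 100 cycles in TRHR-expressing cells.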
TrxR1 inh: blocks rat thioredoxin reductase 1; actives 1% (n = 390,000); Potency, µM (top dose mostly 114 µM), for the others: at the highest dose activity change, negative = inhibition, most hits filed as inhibitors; recombinant rTrxR1, NADPH fluorescence consumption, selenite substrate; AID 588453; O89049; further: potency means the concentration at half of the fitted maximal effect; on the % scale 0 is the no-effect control and ±100 the full control effect; nearly all actives have a fitted effect of over 65% in size
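Rat TrxR1 (90 nM in the dispensed reagent) was pre-reduced with 400 uM NADPH for 5 min at room temperature, then incubated with compound for 15 min. After 400 uM selenite was added, NADPH fluorescence (Ex 340/Em 450 nm) was followed for 8 min.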
PI4K2A inh: inhibitors of human PI4K2A; actives 0.13% (n = 420,000); Q9BTU6; activity change, negative = inhibition, % at 76.9 µM; purified PI4K2A, ADP-Glo luminescence, 1 h; stronger effect = lower value; in the data active means activity change below about -50%; inconclusive means mostly about -30% to -49%;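 further: -100% = wells without enzyme as full effect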
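In this quantitative HTS, ADP production by PI4K2A was quantified luminescently after 1 h at ambient temperature; 100 microM adenosine served as plate-quality control.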
mIDH1 inhibitor: inhibitors of human mutant IDH1 R132H. Potency, µM (titrated, usually from 76.6 µM), for the others: at the highest dose activity change, negative = inhibition, usual class: inhibitors. IDH1-R132H enzyme, NADPH consumption, diaphorase/resazurin fluorescence. actives 0.093% (n = 390,000); further: potency means the concentration at half of the fitted maximal effect; on the % scale 0 is the no-effect control and ±100 the full control effect; nearly all actives have a fitted effect of over 65% in size
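IDH1-R132H (0.5 ug/mL) preincubated 30 min with compound, then NADPH (0.016 mM) and alpha-KG (2 mM) added; 80 min at RT, pH 7.5. Remaining NADPH coupled via diaphorase/resazurin to fluorescence (540/590 nm); concentration-response curves normalized to no-enzyme control.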
USP1 inh: inhibitors of human USP1/UAF1 deubiquitinase; actives 0.23% (n = 390,000); AID 743255; Potency, µM (titrated, usually from 57.1 µM), without a hit: at the top dose activity change, negative = inhibition, hits mostly inhibitors; O94782; recombinant USP1/UAF1, Ub-Rhodamine cleavage fluorescence; further: potency means the concentration at half of the fitted maximal effect; on the % scale 0 is the no-effect control and ±100 the full control effect; nearly all actives have a fitted effect of over 60% in size; inactives centre near -12
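High-throughput fluorogenic screen: 1nM USP1/UAF1 complex, Ub-Rho substrate 150nM final, 50mM HEPES pH 7.8 with 0.5mM EDTA, 0.1 mg/ml BSA, 1mM TCEP and 0.01% Tween-20.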
D2 antagonist: antagonists of human D2 dopamine receptor; HEK293 TREx D2 cells, calcium flux, dopamine EC80; AID 485344; inhibition, % at 10 µM; actives 2% (n = 340,000); P14416; in the data active means inhibition above about 30%; further: 0% is about no effect
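Overnight-induced (tetracycline, 30 C) HEK293 T-REx cells carrying force-coupled D2 receive a no-wash calcium dye, then compound, then EC80 dopamine at 180 s; signals are read kinetically throughout.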
D2 agonist: D2 dopamine receptor (human) agonism | P14416 | HEK293 T-REx D2 cells, calcium flux agonist mode | activation, % at 2 µM | actives 0.53% (n = 340,000);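 active means activation over 3 SD above normal in the single-dose calcium agonist read, cut at about 30% in these data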; further: 0% is about no effect
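Agonism scored from kinetic calcium signal (1 read/sec, 180 s) following compound pin transfer, after a 10 s baseline. Cells: HEK293 Trex line expressing inducible D2 receptor coupled to calcium, dye-loaded after overnight culture at 30 C.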
Starred values were filed as active, the others as inactive; ? = inconclusive; . = no result given; [ ] = dose if it differs, or a comment. Unless noted, the call rests on the fitted dose curve; in most records, active means well fitted inhibition curve with a large enough effect; inconclusive means small, poorly fitted or top-dose-only effect; inactive means no such curve, though single readings can be large or run the other way. Rows are unselected, and some 3.9% of all compounds hit somewhere here.

SMILES	TrxR1 substrate	TRHR ag	TRHR enhancer	TrxR1 inh	PI4K2A inh	mIDH1 inhibitor	USP1 inh	D2 antagonist	D2 agonist
CCCn1c(SCc2ccccn2)nc2c1c(=O)n(C)c(=O)n2C	5%	-0.5	4	10%	-3	3%	1%	-11	0.5
N#CC1=C(N)Oc2c(ccc3cccnc23)C1c1ccccc1 (configuration not stated)	4%	-0.4	-2	-13%	-5	0%	-30%	-11	-0.3
COc1cc(NC(=O)c2ccc(C(=O)Nc3cc(OC)c(Cl)cc3OC)cc2)c(OC)cc1Cl	10%	-1.3	0	22%	0	19%	?	.	-0.4
CN=C(Nc1cc(C)nn1CCC#N)c1ccc(F)cc1	9%	-0.2	15	26%[57.1 µM]	-2	9%	6%	-13	1.7
Cc1cc(C)n(C(=O)CNC(=O)C(c2ccccc2)c2ccccc2)n1	4%	0.3	-3	13%	-8	-1%	-2%	8	-0.5
COc1ccc(S(=O)(=O)Nc2ccc3c(c2)OCO3)cc1C(=O)O	8%	-1.6	4	3%	2	4%	27%	-13	-1.6
O=C(NCCCN1CCOCC1)c1ccccc1N1C(=O)[C@@H]2Cc3c([nH]c4ccccc34)C(c3ccc(F)cc3)N2C1=O (some centres not stated)	1%	0.0	-2	-3%	1	-6%	5%	25	-0.6
NC(=O)c1ccc(NC(=O)CN2CCN(c3ccccc3)CC2)cc1	-10%	0.5	-4	-7%	-3	-8%	-22%	63*	72*
COc1ccccc1C(=O)COC(=O)c1nc(Cl)ccc1Cl	-7%	-0.5	-3	-6%	-6	2%	-11%	5	-0.3
COc1ccc(C2(CNC(=O)C(=O)Nc3ccc(C)cc3)CCOCC2)cc1	5%[57.1 µM]	1.6	-7	22%[57.1 µM]	-2	-2%	-22%	18	0.7
Cc1cccc(C)c1NC(=O)CSc1nc(-c2cccs2)cc(C(F)(F)F)n1	1%	0.4	-14	8%	-2	-1%	-27%	.	0.5
CCC(CNC(=O)c1c(C)nn(-c2ccccc2)c1Cl)c1ccccc1 (configuration not stated)	-2%	-0.7	-7	11%	1	0%	-19%	13	-0.6
O=C(CC(=O)N/N=C/c1c(Cl)cccc1Cl)NCc1cccnc1	0%	-0.6	10	6%	6	2%	3%	-2	-0.5
COc1cccc(CCc2nnc(CCC(=O)NC(C)Cc3cccs3)o2)c1 (configuration not stated)	-9%	0.1	3	-10%	1	-6%	-9%	-1	0.8
COc1ccc(C(=O)N(CC2CCCO2)C(C(=O)NCCC(C)C)c2ccc(C)cc2)cc1OC (configuration not stated)	1%	-0.2	16	-3%	4	6%	-10%	-16	-0.1
O=C(Nc1ccc(S(=O)(=O)N2C[C@@H]3C[C@@H](C2)c2cccc(=O)n2C3)cc1)c1ccc(F)cc1	4%	-0.5	-3	5%	-3	-5%	-9%	4	0.9
O=C(NCCCN1CCCC1)c1ccc(CS(=O)(=O)c2ccc(Br)cc2)o1	3%[57.1 µM]	-0.7	2	8%[57.1 µM]	5	7%	-11%	-3	0.1
COc1ccc(S(=O)(=O)N2CCOCC2)cc1C(=O)NC1CCCCC1	-11%	-1.8	11	-11%	1	1%	-2%	3	0.7
Cn1nnc2c(N3CCN(c4cccc(C(F)(F)F)c4)CC3)ncnc21	44%[activator][57.1 µM]	-0.9	2	30%[57.1 µM]	-8	20%	-8%	.	0.2
CCn1c(=S)[nH]c2cc(S(=O)(=O)N3CCOCC3)ccc21	7%[57.1 µM]	.	.	-4%[57.1 µM]	0	0%	-18%	.	.

Part of the list above, in CSV form:
canonical_smiles,TrxR1 substrate,TRHR ag,TRHR enhancer,TrxR1 inh,PI4K2A inh,mIDH1 inhibitor,USP1 inh,D2 antagonist,D2 agonist
NC(=O)c1ccc(NC(=O)CN2CCN(c3ccccc3)CC2)cc1,-10%,0.5,-4,-7%,-3,-8%,-22%,63*,72*
COc1ccccc1C(=O)COC(=O)c1nc(Cl)ccc1Cl,-7%,-0.5,-3,-6%,-6,2%,-11%,5,-0.3
COc1ccc(C2(CNC(=O)C(=O)Nc3ccc(C)cc3)CCOCC2)cc1,5%[57.1 µM],1.6,-7,22%[57.1 µM],-2,-2%,-22%,18,0.7
Cc1cccc(C)c1NC(=O)CSc1nc(-c2cccs2)cc(C(F)(F)F)n1,1%,0.4,-14,8%,-2,-1%,-27%,.,0.5
CCC(CNC(=O)c1c(C)nn(-c2ccccc2)c1Cl)c1ccccc1 (configuration not stated),-2%,-0.7,-7,11%,1,0%,-19%,13,-0.6
O=C(CC(=O)N/N=C/c1c(Cl)cccc1Cl)NCc1cccnc1,0%,-0.6,10,6%,6,2%,3%,-2,-0.5
COc1cccc(CCc2nnc(CCC(=O)NC(C)Cc3cccs3)o2)c1 (configuration not stated),-9%,0.1,3,-10%,1,-6%,-9%,-1,0.8
COc1ccc(C(=O)N(CC2CCCO2)C(C(=O)NCCC(C)C)c2ccc(C)cc2)cc1OC (configuration not stated),1%,-0.2,16,-3%,4,6%,-10%,-16,-0.1
O=C(Nc1ccc(S(=O)(=O)N2C[C@@H]3C[C@@H](C2)c2cccc(=O)n2C3)cc1)c1ccc(F)cc1,4%,-0.5,-3,5%,-3,-5%,-9%,4,0.9
O=C(NCCCN1CCCC1)c1ccc(CS(=O)(=O)c2ccc(Br)cc2)o1,3%[57.1 µM],-0.7,2,8%[57.1 µM],5,7%,-11%,-3,0.1
COc1ccc(S(=O)(=O)N2CCOCC2)cc1C(=O)NC1CCCCC1,-11%,-1.8,11,-11%,1,1%,-2%,3,0.7
Cn1nnc2c(N3CCN(c4cccc(C(F)(F)F)c4)CC3)ncnc21,44%[activator][57.1 µM],-0.9,2,30%[57.1 µM],-8,20%,-8%,.,0.2
CCn1c(=S)[nH]c2cc(S(=O)(=O)N3CCOCC3)ccc21,7%[57.1 µM],.,.,-4%[57.1 µM],0,0%,-18%,.,.

(further entries)
SMILES	TrxR1 substrate	TRHR ag	TRHR enhancer	TrxR1 inh	PI4K2A inh	mIDH1 inhibitor	USP1 inh	D2 antagonist	D2 agonist
COc1ccc(NC(=O)c2cc(-c3cc(C)ccc3O)n[nH]2)cc1Cl	3%	0.2	0	36%	5	6%	-8%	12	-0.3
COc1ccc(C2N(c3ccc(OC)cc3)C(=O)C3CCCN32)cc1 (configuration not stated)	-5%	0.2	-8	8%	-5	-2%	-17%	.	.
COc1cccc(/C=C/c2ccncc2)c1OC	8%[57.1 µM]	-1.6	3	10%[57.1 µM]	-3	4%	-24%	-20	-0.9
Cc1ccn2c(=O)nc(SCC(=O)c3ccccc3)nc2c1	-5%	-0.5	-4	-14%	-10	-3%	-1%	5	0.3
Cc1cnc(NC(=O)c2cc(-c3ccccc3)nn2-c2ccccc2)s1	8%	.	.	23%	4	-3%	-9%	.	.
Cc1nnc(SCc2cc([N+](=O)[O-])cc3c2OCOC3)[nH]c1=O	0%	0.6	-4	16%	-2	-2%	-20%	-14	-0.7
Cc1ccc(C)c(Cn2c(=O)cc(C)c3c(C)nn(C)c32)c1	7%[57.1 µM]	1.0	12	20%[57.1 µM]	3	-6%	-13%	.	-1.1
COc1ccc(NC(=O)CN(C)C(=O)C(CCSC)NC(=O)c2ccccc2)cc1 (configuration not stated)	2%	0.5	-6	16%	3	-7%	-12%	2	-0.3
CC(=O)NCc1nc2ccccc2n1Cc1ccccc1F	-4%	0.4	-9	-6%	5	2%	-20%	24	-0.4
Cc1c(C)n(CCCN(C)C)c2ncnc(Nc3ccc(F)cc3)c12	-1%	1.3	-2	12%	-5	-5%	-10%	-15	0.4
NS(=O)(=O)OCC(Cc1ccccc1)N1C(=O)c2ccccc2C1=O (configuration not stated)	10%[57.1 µM]	0.0	0	20%[57.1 µM]	1	-3%	-26%	28	0.4
CC(C)CN(CC(C)C)S(=O)(=O)N1CCC(C(=O)NCc2cccnc2)CC1	0%	-2.0	7	6%	4	-6%	-11%	3	0.8
COc1ccc2[nH]c(=O)c(CN(C3CCCCC3)C(c3nnnn3Cc3ccco3)C(C)C)cc2c1 (configuration not stated)	12%	1.1	6	?	-10	-23%	?	21	1.3
CCOc1cccc(C(=O)Nc2ccc(NC(=O)c3ccccc3)c(C)c2)c1	18%	-1.0	-5	13%	1	3%	-19%	-5	-2.0
O=S1(=O)CC2SC(=S)N(Cc3ccccc3)C2C1 (configuration not stated)	-4%	0.5	-4	25%[57.1 µM]	0	5%	-5%	18	0.2
O=C(O)CCCc1nc(-c2ccc(Cl)cc2)no1	4%	0.4	-7	11%	5	-2%	-9%	6	0.1
Cc1cc(S(=O)(=O)NCc2ccccc2)ccc1OCC(=O)NCc1ccccn1	-8%	-0.8	-3	23%[0.0914 µM]	1	7%	-14%	1	-0.5
CCN=C1S/C(=C\c2ccc(O)c(OCC)c2)C(=O)N1CC	-11%	-0.2	-2	-4%	-5	6%	-15%	.	.
CCOc1ccc(S(=O)(=O)N2CCN(Cc3ccco3)CC2)cc1	5%	-0.4	0	?	-2	2%	-8%	-6	-0.4
CCN(Cc1ccccc1)S(=O)(=O)c1ccc(F)cc1	?	-1.0	-4	-16%	2	0%	3%	11	-1.3
CCN1C(=O)C(Cc2nc3ccccc3c(=O)n2C)c2ccccc21 (configuration not stated)	2%	-0.4	-4	8%[57.1 µM]	4	-5%	-6%	10	-0.5
COc1cccc(=O)c2c(C)n(-c3cc(C)cc(C)c3)c(C)c12	4%	3.8	1	-3%	0	-2%	-22%	13	3.3
Cn1c(=O)oc2cc(S(=O)(=O)N3CCCC(C(=O)NC4CCCc5ccccc54)C3)ccc21 (configuration not stated)	-5%	-0.6	12	15%	7	11%	-9%	-3	-0.1

Compound activity from PubChem BioAssay.
